# From PubChem BioAssay
# Cav3 T inh: inhibitors of human Cav3.2 T-type calcium channel; 100,000 compounds, 4% hits; Cav3.2-expressing cells, Fluo-4 calcium fluorescence FDSS; stronger effect = lower value; O95180; B-score at 10 µM;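 active means single-dose well whose peak fluorescence ratio is a statistical outlier from its plate by either plate-standardised score or position-corrected B-score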
# Numbers without * were called inactive. An excerpt; count on the stated rates, not on these rows.
no.	compound	Cav3 T inh
1	Cc1ccc(NC2(C#N)C(=O)Nc3ccccc32)cc1 (stereo not given)	-0.37
2	CC(=O)Nc1cccc(OCC(=O)NS(=O)(=O)c2ccc(Cl)cc2)c1	-0.38
3	NC(=O)[C@H]1CC2(CC(c3cccc(NC(=O)CC(c4ccccc4)c4ccccc4)c3)=NO2)CN1C(=O)c1ccccc1C(=O)c1ccccc1 (stereo not given in full)	-1.3
4	Cc1cc(=O)n2[nH]c(-c3ccc(Cl)cc3)cc2n1	0.5
5	CC(NC(=O)c1cccnc1)C(c1cccs1)N1CCOCC1 (stereo not given)	0.27
6	Cc1cc(C)c2[nH]c(=O)c(C(c3nnnn3C(C)(C)C)N(Cc3ccco3)CC3CCCO3)cc2c1 (stereo not given)	-0.82
7	CC(NC(=O)Nc1ccccc1O)(C(F)(F)F)C(F)(F)F	-1.6
8	Cc1[nH]n(-c2ccc([N+](=O)[O-])cc2)c(=O)c1C=NCCN1CCN(C(=O)c2ccccc2)CC1	0.14
9	CCCC(=O)N(Cc1cc2cccc(C)c2[nH]c1=O)c1ccccc1OC	-0.92
10	Cc1cccc(N2CCN(CC(=O)NCC3CCCCC3)CC2)c1C	0.077
11	COc1ccc(C2CC(=O)C3=C(C2)NC(C)=C(C(=O)Nc2ccccc2C)C3c2coc3ccc(C)cc3c2=O)cc1OC (stereo not given)	0.42
12	CCCN(CCC)c1ncnc2c1cnn2-c1ccc(OC)cc1	-0.82
13	CCOC(=O)Cc1csc(NC(=O)CSc2ncnc3c2cnn3-c2ccc(OC)cc2)n1	-1.6
14	O=C(CSc1nnc(-c2ccccc2)o1)NC1CCCCC1	0.48
15	C=CCn1c(SC(C)C(=O)NCCC2=CCCCC2)nc2ccccc2c1=O (stereo not given)	-6.1*
16	CCn1cc(C(=O)NC2CCCCC2C)c(=O)c2ccc(C)nc21 (stereo not given)	-0.84
17	COc1ccc(OC)c(NC(=O)c2c3c(nc4ccccc24)CCC3)c1	0.94
18	Cc1cnc(C(=O)Nc2nnc(C)s2)cn1	0.15
19	CS(=O)(=O)N(CC(=O)NCC1CCCO1)c1ccc(Cl)c(Cl)c1 (stereo not given)	0.7
20	CC(NS(=O)(=O)c1ccccc1)C(c1cccs1)N1CCN(C)CC1 (stereo not given)	0.88
21	COC(=O)c1ccc(CSc2nnc(C)s2)cc1	-0.38
22	CC(C)CCSc1nc2c(c(=O)[nH]c(=O)n2C)n1CCCc1ccccc1	-1.9
23	COc1ccc(NC(=O)CSC2CCCCC2)cc1	-0.044
24	COc1ccc(CC(=O)Nc2ccc(S(=O)(=O)N(C)C)cc2)cc1OC	-0.36
25	Cc1ccc(CNC(=O)CSc2nc3n[nH]c(C)c3c(=N)n2-c2cccc(C)c2)cc1	-2.9
26	C#CCOCCOCCOCCNc1nc(N2CCN(C(=O)[C@H](CCC(=O)O)n3cc(C(N)CO)nn3)CC2)nc(N2CCN(C(=O)[C@H](CCCCN)n3cc(C(N)CC(C)C)nn3)CC2)n1 (stereo not given in full)	-1.4
27	CC(=O)Nc1ccc(Oc2ccc(-c3noc(C)n3)cc2)cc1	0.72
28	COc1cc(/C=N/O)cc(Br)c1OS(=O)(=O)c1ccc(C)cc1	-2.6
29	COC(=O)C1=C(C(=O)OC)[C@@H]2N(Cc3ccccc3)c3ccccc3[C@@]23C[C@@H](C(=O)OC)N(C(=O)c2cccs2)C3=N1	-1.4
30	N#CC1=C(N)OC2=C(CCC/C2=C/c2ccoc2)C1c1ccoc1 (stereo not given)	-0.22

[31] CCn1c(C)nc2cc(S(=O)(=O)C(F)(F)F)ccc21
  Cav3 T inh: 0.013

[32] COC(=O)CSc1nc(SCc2ccc(C)cc2)nc2c1CCCC2
  Cav3 T inh: 0.14

[33] CS(=O)(=O)c1ccc(CNC(=O)C2(C(F)(F)F)C/C(=C\Cc3ccccc3)CCCO2)cc1 (stereo not given)
  Cav3 T inh: -2.1

[34] CCOC(=O)c1nnn(-c2nonc2-c2ccccc2)c1C
  Cav3 T inh: -0.53

[35] COC(=O)c1ccc(NC(=O)CN2C(=O)C3C4C=CC(C4)C3C2=O)cc1 (stereo not given)
  Cav3 T inh: 0.16

[36] CC(C)(C)CC(C)(C)Nc1c(-c2ccc(O)cc2)nc2cnccn12
  Cav3 T inh: -0.9

[37] Cc1cc(C)n2c(Br)c(CSc3nc4ccccc4o3)nc2n1
  Cav3 T inh: -1.7

# Shown with values ahead of the structure: 15 of the compounds above
no. | Cav3 T inh | canonical_smiles
20 | 0.88 | CC(NS(=O)(=O)c1ccccc1)C(c1cccs1)N1CCN(C)CC1 (stereo not given)
21 | -0.38 | COC(=O)c1ccc(CSc2nnc(C)s2)cc1
22 | -1.9 | CC(C)CCSc1nc2c(c(=O)[nH]c(=O)n2C)n1CCCc1ccccc1
23 | -0.044 | COc1ccc(NC(=O)CSC2CCCCC2)cc1
24 | -0.36 | COc1ccc(CC(=O)Nc2ccc(S(=O)(=O)N(C)C)cc2)cc1OC
25 | -2.9 | Cc1ccc(CNC(=O)CSc2nc3n[nH]c(C)c3c(=N)n2-c2cccc(C)c2)cc1
26 | -1.4 | C#CCOCCOCCOCCNc1nc(N2CCN(C(=O)[C@H](CCC(=O)O)n3cc(C(N)CO)nn3)CC2)nc(N2CCN(C(=O)[C@H](CCCCN)n3cc(C(N)CC(C)C)nn3)CC2)n1 (stereo not given in full)
27 | 0.72 | CC(=O)Nc1ccc(Oc2ccc(-c3noc(C)n3)cc2)cc1
28 | -2.6 | COc1cc(/C=N/O)cc(Br)c1OS(=O)(=O)c1ccc(C)cc1
29 | -1.4 | COC(=O)C1=C(C(=O)OC)[C@@H]2N(Cc3ccccc3)c3ccccc3[C@@]23C[C@@H](C(=O)OC)N(C(=O)c2cccs2)C3=N1
30 | -0.22 | N#CC1=C(N)OC2=C(CCC/C2=C/c2ccoc2)C1c1ccoc1 (stereo not given)
31 | 0.013 | CCn1c(C)nc2cc(S(=O)(=O)C(F)(F)F)ccc21
32 | 0.14 | COC(=O)CSc1nc(SCc2ccc(C)cc2)nc2c1CCCC2
33 | -2.1 | CS(=O)(=O)c1ccc(CNC(=O)C2(C(F)(F)F)C/C(=C\Cc3ccccc3)CCCO2)cc1 (stereo not given)
34 | -0.53 | CCOC(=O)c1nnn(-c2nonc2-c2ccccc2)c1C
